MIN6 prolif – induces beta-cell replication in MIN6 cells; proliferation, % at 10 µM; MIN6 cells proliferation, ATPlite luminescence, 48 h; cells starved in 0.2% serum; 100% = growth in 10% serum; hit rate 0.29% among 330,000; AID 2380;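 active = compounds whose signal lies at least 3.5 SD above the mean of all wells on their plate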;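 note: 0% = DMSO-treated cells in low-serum medium and 100% = 10% serum control; some compounds called inactive have numbers as strong as hits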
APJ agonist – APJ receptor agonism | CHO-K1 APJ PathHunter beta-arrestin, luminescence; 0% DMSO wells, 100% apelin | activation, % at 20 µM | hit rate 0.11% among 330,000 | AID 2520;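 active = activation more than six SD over the plate average, tested at 20 µM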;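 note: 0% = DMSO alone and 100% = apelin-13 at 10 nM; some results filed as inactive read as strong as hits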
Target sequence (P35414 whole entry, looked up): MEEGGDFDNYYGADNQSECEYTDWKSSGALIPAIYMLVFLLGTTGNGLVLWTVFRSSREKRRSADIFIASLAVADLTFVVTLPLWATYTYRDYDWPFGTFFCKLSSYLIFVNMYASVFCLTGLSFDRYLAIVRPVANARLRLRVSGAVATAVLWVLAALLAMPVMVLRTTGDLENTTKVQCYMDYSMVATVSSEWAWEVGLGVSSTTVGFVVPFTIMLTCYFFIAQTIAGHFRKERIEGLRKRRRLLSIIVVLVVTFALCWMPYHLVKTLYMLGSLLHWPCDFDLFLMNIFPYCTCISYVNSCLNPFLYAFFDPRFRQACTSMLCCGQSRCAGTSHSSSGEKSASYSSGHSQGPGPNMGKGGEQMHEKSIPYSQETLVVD
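Assay system: CHO-K1 APJ beta-arrestin complementation cell line / Compound: single test compound dose, 20 µM final, 1% DMSO / Times: overnight seeding, 90 min compound at 25 °C, 1 h detection / Technique: beta-gal luminescence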
MPTP block – blocks calcium-induced mitochondrial swelling; isolated mouse mitochondria, Ca2+ swelling absorbance, 30 min; AID 602449; inhibition, % at 10 µM; hit rate 1.4% among 360,000;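 active = inhibition of 50% or more, scaled per plate between neutral and stimulator controls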;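 note: 0% = DMSO wells given calcium and 100% = 1 mM EGTA wells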
APJ antag – blocks the human apelin receptor APJ. inhibition, % at 20 µM. CHO-K1 APJ beta-arrestin complementation, luminescence. AID 2521. hit rate 0.32% among 330,000;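 active = inhibition above about 40% at 20 µM, limit read from the data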;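 note: cells challenged with 10 nM apelin-13 agonist together with compound; plate controls were apelin-13 plus DMSO wells for no effect and DMSO wells lacking apelin-13 for full effect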
TIM10 inh – growth inhibitors of TIM10 yeast strain; S. cerevisiae TIM10 strain growth, BacTiter-Glo luminescence, 24 h; hit rate 1.4% among 330,000; inhibition, % at 10 µM;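 active = inhibition of 40% or more at the single tested concentration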;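 note: wild-type TIM10 isogenic control strain grown at permissive 25 °C; 0% = DMSO yeast wells and 100% = minimal medium wells without yeast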
NALP3 yeast inh – NALP3 inhibition in yeast. Yeast reconstituted NLRP3/ASC/caspase-1, beta-gal luminescence, 24 h. hit rate 0.39% among 330,000. AID 2825. inhibition, % at 10 µM;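 active = inhibition of 50% or more; inactive = inhibition below 50%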;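 note: plate controls were induced DMSO wells for no effect and uninduced yeast grown without galactose for full effect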
GRIN3A LBD mod – modulators (binders) of human NR3A ligand-binding domain; hit rate 2.5% among 340,000; NR3A LBD differential scanning fluorimetry, Tm shift; 0% = protein alone, 100% = glycine-bound protein; Tm shift relative to glycine control, % at 25 µM;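 active = melting temperature shift of at least 10% of the positive control shift, at one fixed dose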
tim23-1 inh – inhibits growth of tim23-1 mutant yeast. S. cerevisiae tim23-1 growth, BacTiter-Glo luminescence, 24 h. inhibition, % at 20 µM. hit rate 1.3% among 330,000;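 active = growth inhibition of the mutant yeast at or above 50%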;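 note: temperature-sensitive mutant grown at 25 °C; plate controls were DMSO-treated mutant yeast for no effect and medium wells lacking yeast for full effect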
tim10-1 inh – growth inhibitors of tim10-1 mutant yeast. inhibition, % at 20 µM. hit rate 2.2% among 330,000. S. cerevisiae tim10-1 ts strain growth, BacTiter-Glo, 24 h;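 active = inhibition of at least 40%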;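 note: mutant grown at 25 °C; 0% = DMSO wells with yeast and 100% = wells holding no yeast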
Starred values were filed as active, the others as inactive; x = no result given.

Each structure is followed by: MIN6 prolif, APJ agonist, MPTP block, APJ antag, TIM10 inh, NALP3 yeast inh, GRIN3A LBD mod, tim23-1 inh, tim10-1 inh
O=C(Nc1ccc(F)cc1)C1CCCN(C2=NS(=O)(=O)c3ccccc32)C1 (stereo unspecified)
 : 7, -3, 2.1, 6, -5, 9, 2, 6, 8
CCOC(=O)CCc1c(C)c(C#N)c2nc3ccccc3n2c1-n1cnc2ccccc21
 : 1, -1, 0.4, -11, 5, 3, 0, -2, 20
CCOc1cc(Br)cc(/C=N/NC(=O)c2cccnc2)c1O
 : -3, -3, 0.8, -10, -28, 24, 6, 44, -3
CN1CCc2c(sc(NC(=O)c3ccc(S(=O)(=O)N4CCCC4)cc3)c2C(N)=O)C1
 : 0, 8, 0.3, 5, 5, 20, -1, -5, 1
O=C(Nc1ccccc1Cl)N1CCn2c(nc3ccccc32)C1
 : -4, -1, 0.4, -3, 2, 17, 0, -1, 0
COC(=O)c1cn(NC(=O)C2CCCO2)c(=O)c2ccccc12 (stereo unspecified)
 : -2, -5, 0.7, 7, 2, 3, 0, 0, 2
Cc1ccc(NC2CCCN(C(=O)c3cc4ncccn4n3)C2)cc1C (stereo unspecified)
 : 2, -3, -0.6, -1, 7, 3, -5, 7, 7
Cc1cc(C)cc(NC(=O)C2CCCC2)c1
 : -1, -5, -0.4, 17, 8, -3, 0, 23, 19
O=C(CCCSc1nc2ccccc2[nH]1)NCc1ccco1
 : 4, -2, -0.5, -8, 3, 12, 0, 9, 9
C=CCNc1nnc(SC2CC(=O)N(c3ccc(OCCC)cc3)C2=O)s1 (stereo unspecified)
 : -8, 0, 4.5, -11, 68*, 19, 1, 46, 63*
CSc1ccc(C2C(C#N)=C(N)Oc3c2ccc(=O)c2c(C)oc(C)c32)cc1 (stereo unspecified)
 : -4, 2, 3.4, -11, 10, 11, 0, 23, 25
C(=N\Nc1ccccn1)/c1cccnc1
 : 1, -2, -0.4, 15, 7, 5, -1, -4, -16
CC(/C=N/NC(=O)Cn1cnc2c1c(=O)n(C)c(=O)n2C)=C\c1ccco1
 : -3, -2, 2.4, -1, 8, 9, 0, 16, 0
CCCCCN1C(C)=CC(=C(C#N)C#N)C=C1C
 : -3, -1, -2.4, 3, -1, -3, -1, 13, 3
COc1ccc(C(=O)COC(=O)/C=C/c2ccc(S(=O)(=O)Nc3cccc(S(N)(=O)=O)c3)cc2)cc1
 : -5, -3, 14, 6, 21, 10, 11*, 3, 4
O=C(Nc1ccc(N2CCOCC2)cc1N1CCOCC1)c1ccc(Cl)cc1
 : 0, -4, -0.2, 7, 14, 23, 2, 13, 6
CC1(C)Cc2c(C#N)c(N3CCN(C(=O)c4ccco4)CC3)nc(-c3ccco3)c2CS1
 : -3, 2, -0.2, 1, -9, 9, -1, 22, 11
O=C(CCNS(=O)(=O)c1ccc(Br)cc1)NCc1ccco1
 : -2, 0, 0.0, -47, -7, 12, 2, -10, -17
COc1ccc(C(C(=O)NCc2ccccc2)N(Cc2ccco2)C(=O)c2snc(C(N)=O)c2N)cc1OC (stereo unspecified)
 : 0, 5, 2.3, 0, 4, 17, -2, 9, 12
COc1ccc(-c2cc3ccc(OCc4nn[nH]n4)cc3oc2=O)cc1OC
 : -1, -2, 3.0, -5, 11, 1, 2, 5, 1

Record cards, from the list above.
Profile of O=C(Nc1ccc(N2CCOCC2)cc1N1CCOCC1)c1ccc(Cl)cc1 = MIN6 prolif: 0; APJ agonist: -4; MPTP block: -0.2; APJ antag: 7; TIM10 inh: 14; NALP3 yeast inh: 23; GRIN3A LBD mod: 2; tim23-1 inh: 13; tim10-1 inh: 6
Profile of COc1ccc(-c2cc3ccc(OCc4nn[nH]n4)cc3oc2=O)cc1OC = MIN6 prolif: -1; APJ agonist: -2; MPTP block: 3.0; APJ antag: -5; TIM10 inh: 11; NALP3 yeast inh: 1; GRIN3A LBD mod: 2; tim23-1 inh: 5; tim10-1 inh: 1

Part of the list above, comma-delimited:
mol,MIN6 prolif,APJ agonist,MPTP block,APJ antag,TIM10 inh,NALP3 yeast inh,GRIN3A LBD mod,tim23-1 inh,tim10-1 inh
CN1CCc2c(sc(NC(=O)c3ccc(S(=O)(=O)N4CCCC4)cc3)c2C(N)=O)C1,0,8,0.3,5,5,20,-1,-5,1
O=C(Nc1ccccc1Cl)N1CCn2c(nc3ccccc32)C1,-4,-1,0.4,-3,2,17,0,-1,0
COC(=O)c1cn(NC(=O)C2CCCO2)c(=O)c2ccccc12 (stereo unspecified),-2,-5,0.7,7,2,3,0,0,2
Cc1ccc(NC2CCCN(C(=O)c3cc4ncccn4n3)C2)cc1C (stereo unspecified),2,-3,-0.6,-1,7,3,-5,7,7
Cc1cc(C)cc(NC(=O)C2CCCC2)c1,-1,-5,-0.4,17,8,-3,0,23,19
O=C(CCCSc1nc2ccccc2[nH]1)NCc1ccco1,4,-2,-0.5,-8,3,12,0,9,9

Next entries:
Each structure is followed by: MIN6 prolif, APJ agonist, MPTP block, APJ antag, TIM10 inh, NALP3 yeast inh, GRIN3A LBD mod, tim23-1 inh, tim10-1 inh
Cn1c(CCC(=O)O)nc2cc(S(=O)(=O)N3CCCCC3)ccc21
 : -2, -4, -2.2, 3, 5, 3, 1, -3, -5
CN1C(=O)c2oc3ccccc3c(=O)c2C1c1cccnc1 (stereo unspecified)
 : -3, -3, 0.5, 13, -16, -2, 1, -13, 6
CCN(CC)S(=O)(=O)c1ccc(/C=C/C(=O)Nc2ccc(F)c(F)c2F)cc1
 : -2, 3, 23, -13, 19, 7, -10, 16, 22
Cc1ccc(N(CC(=O)NCc2ccco2)C(=O)CCC(=O)Nc2ccccn2)cc1C
 : -1, -4, -3.6, 6, 3, 1, -8, 14, 16
CCN(CC)CCCN(C(=O)c1ccco1)c1nc(-c2ccc(C)cc2)cs1
 : -7, -2, 6.0, 0, 14, 15, 0, 5, 23
Cc1ccccc1C(=O)Nn1cnc2ccccc2c1=O
 : 3, -3, 1.1, -19, 13, 8, -2, 5, -2
Cc1occc1C(=O)N1CCCC(CCC(=O)NCc2ccc(F)c(F)c2)C1 (stereo unspecified)
 : 0, -4, -2.2, 4, -2, 2, -1, 4, 12
CCCCN(CC(=O)Nc1cccc(S(=O)(=O)N2CCCC2)c1)Cc1nc2ccccc2c(=O)[nH]1
 : -4, -1, -0.8, 19, 0, 27, -5, 26, 6
O=C1c2ccccc2C(=O)N1CC1=NCCc2ccccc21
 : 2, -3, -1.5, -12, 10, 20, -2, 11, 21
O=C(CCN1C(=O)c2ccccc2S1(=O)=O)Nc1ccccc1F
 : 5, 10, 0.4, 1, 8, -5, 1, 18, 14
CC(C)(O)[C@H](O)Cc1cc2ccc(=O)oc2cc1O[C@@H]1O[C@H](CO)[C@@H](O)[C@H](O)[C@H]1O
 : 2, -1, -2.3, 8, -5, -10, 2, -3, 2
Cc1ccc2c(c1)sc(=NC(=O)c1cccs1)n2C
 : -6, -4, 18, -10, 59*, 58*, -5, 50, 15
CCc1ccc(N2C(=O)CC(c3ccc(F)cc3)C3=C2COC3=O)cc1 (stereo unspecified)
 : -2, -4, 2.6, -31, -11, 2, x, 40, 32
COc1cc(-c2cc(C(=O)Nc3cc(S(=O)(=O)N4CCOCC4)ccc3C)c3ccccc3n2)cc(OC)c1OC
 : 0, 16, -0.5, 2, 5, 18, 5, -9, -13
Cc1ccc(C(C)C)c(OCC(=O)NNC(=O)CC2OC(=O)c3ccccc32)c1 (stereo unspecified)
 : -2, -5, 0.2, 4, 6, 7, 1, 6, 23
CN(CCc1ccccn1)C(=O)Nc1cc(Cl)cc(Cl)c1
 : -2, -2, 44, 2, -9, 19, 0, 18, 18
CN(c1cccc(NC(=O)CCSc2ccccc2)c1)S(C)(=O)=O
 : 1, -2, -0.5, 15, 3, 12, -5, -7, -3
O=C1CCc2cc(S(=O)(=O)N3CCN(c4cccc(C(F)(F)F)c4)CC3)ccc2N1
 : 0, 0, -0.1, -9, -5, 11, -6, -13, 14
CCOC(=O)N1CCC(NC(=O)C2CCN(S(=O)(=O)c3cccs3)CC2)CC1
 : -2, -1, 3.1, 9, -6, 5, 0, -6, 1
O=c1oc2ccccc2cc1-c1cn2ccccc2n1
 : -4, -1, -12, -26, -11, 20, 1, -7, 5

(more compounds)
Each structure is followed by: MIN6 prolif, APJ agonist, MPTP block, APJ antag, TIM10 inh, NALP3 yeast inh, GRIN3A LBD mod, tim23-1 inh, tim10-1 inh
COc1ccccc1OCC(=O)Sc1ccc(C)cc1
 : -4, 9, -1.0, -9, 27, 7, 7, 31, 28
Cc1ccc(S(=O)(=O)NCCN=Cc2ccc(N(C)C)cc2)cc1
 : 1, 15, -1.1, 0, 10, 37, 7, 8, -8
COc1ccc(S(=O)(=O)Nc2cc3c4c(c2)CC(=O)N4CCC3)cc1C
 : 0, -1, 1.7, 10, 16, 19, 0, 1, -4
Cn1cc(/C=C2/SC(=O)N(CC(=O)Nc3ccc4c(c3)OCO4)C2=O)c2ccccc21
 : -4, 1, 1.1, 14, -1, 4, -1, 24, 19
Cc1ccc(N(CC(=O)NC2CC2)S(=O)(=O)c2ccccc2)c(C)c1
 : 6, -8, -1.1, 12, 0, 15, -5, 5, 18
CCCc1cc(-c2nc(-c3ccc(Br)cc3)cs2)ccn1
 : -7, -2, 1.4, -4, 24, -24, -10, 32, 33
CC(C)(C)NC(=O)NC(=O)Cn1ccsc1=N
 : 0, -2, -0.7, 18, 13, 13, -2, 5, -5
Cc1cc(C)cc(NC(=S)NCc2ccc3[nH]c4c(c3c2)CCCC4)c1
 : -6, -3, 1.6, -4, 35, 9, 17*, 39, 41*
COc1ccccc1NC(=O)C1CCCN1C(=O)Nc1ccc(F)cc1 (stereo unspecified)
 : -2, -2, -0.6, -13, -15, 25, 0, 0, -13
O=C(CSc1nnc(CNC(=O)c2ccc(F)cc2)o1)NCc1ccccc1
 : -2, -1, 0.2, 12, 4, 21, 4, 11, -11
O=C1CC(c2ccccc2)=NN1c1ccc([N+](=O)[O-])cc1
 : -6, 5, 91*, 34, 23, 25, 4, 21, 44*
CCN1CCN(S(=O)(=O)c2cccs2)CC1
 : -2, 1, -0.2, -13, 2, 25, -1, 22, 3
CCOc1ccccc1OCC(=O)Nc1nnc(C)s1
 : 0, 3, -1.2, 4, 0, 20, -1, 21, 13
Cc1cc(OCC(=O)NCCN2CCOCC2)c2c(C)c(C)c(=O)oc2c1
 : -1, -3, -1.6, -22, 9, 20, 0, 14, 6
O=C(c1cccc(S(=O)(=O)N2CCN(c3ccccc3)CC2)c1)N1CCCCCCC1
 : -2, -6, 3.0, -33, 33, 10, 3, 32, 11
CCCCOc1ccc(N(CC(=O)NC(C)(C)C)C(=O)CCC(=O)Nc2nccs2)cc1
 : -3, 0, 1.7, 6, 8, 7, -3, 2, 8
Cc1ccc(S(=O)(=O)NCC(=O)OCC(=O)c2ccc(Cl)s2)cc1
 : -2, -4, -0.3, 8, 8, 6, 2, 27, 0
CC(=O)COc1ccc(-c2csnn2)cc1
 : -2, 0, 0.7, -2, 4, 6, -1, 11, 3
CC(=O)N(C)c1ccc(OCC(O)COc2ccc(N(C)C(C)=O)cc2)cc1
 : -2, 1, -1.8, 13, 11, 22, 1, -3, 3
Cn1c(=O)c2cc(S(=O)(=O)NC(C(=O)Nc3cccnc3)c3ccccc3)ccc2n(C)c1=O (stereo unspecified)
 : 0, -4, -0.7, -28, -1, 11, 0, 2, -15
CC(C)CSc1oc(-c2ccco2)nc1S(=O)(=O)c1ccccc1
 : -3, -2, 1.2, -20, -2, 13, 0, 37, 25

Compound activity as filed in PubChem BioAssay.
